# Screening data from PubChem.
# Cycloheximide cs – Cycloheximide Counterscreen for Small Molecule Inhibitors of Shiga Toxin; cell reporter, cycloheximide protein synthesis inhibition counterscreen; max response, %; 12% of 300,000 active; in the data active means max response mostly above about 13%, no sharp cut-off; inactive means mostly below about 14%; further: read at 38.3 µM for the half of the compounds with a filed dose; 0% is about no effect
# HCV inh – qHTS Assay for Inhibitors of Hepatitis C Virus (HCV) | 3.4% of 340,000 active | Huh7.5.1 HCVcc-Cre infection, luciferase reporter, 44 h | Potency, µM (titrated, usually from 41.8 µM), without a hit: top-dose activity change, negative = inhibition, actives largely listed as inhibitors; further: potency means the concentration at half of the fitted maximal effect; on the % scale 0 is the no-effect control and ±100 the full control effect
#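 Whole-lifecycle infectious HCVcc-Cre system; cells 1,000/well, compound then virus (~0.5 moi) added 4 h after plating, 44 h culture. Luciferase read 15 sec following 15 min substrate incubation, room temp.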
# Pf growth 48h – Primary qHTS for delayed death inhibitors of the malarial parasite plastid, 48 hour incubation; P. falciparum luciferase growth in erythrocytes, 48 h; Potency, µM (series often up to 28.7 µM), for inactives: top-dose activity change, negative = inhibition, most hits filed as inhibitors; 5.9% of 310,000 active; further: potency means the concentration at half of the fitted maximal effect; on the % scale 0 is the no-effect control and ±100 the full control effect
#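 Growth was read as firefly luciferase luminescence after a 48 h, 37 C, 5% CO2 exposure of compounds to reporter-bearing P. falciparum cultures (0.1% parasitemia, 2% hematocrit final) in Albumax-supplemented RPMI 1640.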
# Shiga toxin inh – A qHTS for Small Molecule Inhibitors of Shiga Toxin. inhibition, % at 38.7 µM. Vero cells, Shiga toxin protein synthesis inhibition reporter. 9.2% of 290,000 active; in the data active means inhibition mostly above about 28%, no sharp cut-off; inactive means mostly below about 43%; further: 0% is about no effect
# Tb PYK inh – qHTS of Trypanosoma Brucei Inhibitors; TbPYK enzyme, Kinase-Glo Plus ATP luminescence, 45 min; pyruvate kinase (Trypanosoma brucei), Q57TT1; AID 624173, 2012; 0.12% of 410,000 active; Potency, µM (doses to about 76.8 µM), for the others: at the top dose activity, negative = inhibition, usual class: inhibitors; further: potency means the concentration at half of the fitted maximal effect; on the % scale 0 is the no-effect control and ±100 the full control effect; nearly all actives have a fitted effect of over 50% in size
#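 Glycolytic pyruvate kinase of T. brucei was incubated with substrate, test compound and 130 uM ADP for 45 minutes at room temperature. Luminescent Kinase-Glo Plus signal was measured after 10 minutes.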
# Pf growth 96h – Primary qHTS for delayed death inhibitors of the malarial parasite plastid, 96 hour incubation; P. falciparum luciferase reporter growth, 96 h; Potency, µM (series often up to 28.7 µM), inactives show top-dose activity change, negative = inhibition, most hits filed as inhibitors; 6.9% of 320,000 active; AID 504834, 2011; further: potency means the concentration at half of the fitted maximal effect; on the % scale 0 is the no-effect control and ±100 the full control effect
#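 Erythrocytes infected with luciferase-expressing P. falciparum were dispensed at 2% hematocrit and 0.05% parasitemia (final), then incubated with compounds 96 hours at 37 C in 5% CO2. Luminescence after detection reagent addition reported growth.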
# LmPK inh – qHTS Assay for Inhibitors of Leishmania Mexicana Pyruvate Kinase (LmPK); Q27686; purified LmPK, Kinase-Glo ATP luminescence, 1 h; Potency, µM (titrated, usually from 57.5 µM), without a hit: top-dose activity change, negative = inhibition, most hits filed as inhibitors; 0.37% of 290,000 active; AID 1721, 2009; further: potency means the concentration at half of the fitted maximal effect; on the % scale 0 is the no-effect control and ±100 the full control effect
# Target sequence (Q27686 whole entry, looked up): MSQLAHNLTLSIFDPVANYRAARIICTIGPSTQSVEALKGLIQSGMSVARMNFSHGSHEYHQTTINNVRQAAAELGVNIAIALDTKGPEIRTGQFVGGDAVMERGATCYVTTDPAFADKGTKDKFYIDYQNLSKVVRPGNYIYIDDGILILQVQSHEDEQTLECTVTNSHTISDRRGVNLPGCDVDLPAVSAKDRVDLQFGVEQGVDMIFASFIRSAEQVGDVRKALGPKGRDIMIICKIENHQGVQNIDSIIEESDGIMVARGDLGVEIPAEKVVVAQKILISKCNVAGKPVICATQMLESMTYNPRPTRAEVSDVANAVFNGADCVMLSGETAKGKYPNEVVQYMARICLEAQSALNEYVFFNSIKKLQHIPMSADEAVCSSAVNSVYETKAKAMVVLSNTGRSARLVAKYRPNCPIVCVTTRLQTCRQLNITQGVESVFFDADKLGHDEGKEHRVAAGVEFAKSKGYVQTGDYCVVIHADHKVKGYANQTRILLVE
#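 ATP generated from ADP (0.1 mM) and PEP (0.5 mM) by 0.1 nM LmPK over 1 h at room temperature (pH 7.2 imidazole buffer) was detected by coupled luciferase luminescence. Values were normalized to uninhibited and no-enzyme wells.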
# An asterisk follows results filed as active; ? = inconclusive; · = no result given; & = joins results of further samples; [ ] = another dose, or the depositor's remark. Unless noted, the call rests on the fitted dose curve; in most records, active means well fitted curve in the direction sought with a large enough effect; inconclusive means small, poorly fitted or top-dose-only effect, or another doubt; inactive means no such curve, though single readings can be large; an effect the other way counts as inactive or inconclusive.
mol,Cycloheximide cs,HCV inh,Pf growth 48h,Shiga toxin inh,Tb PYK inh,Pf growth 96h,LmPK inh
O=C(c1ccc(N2C(=O)c3ccccc3C2=O)cc1)N1CCCCC1,7,17%,1%,-9,0%,-7%,0%
COC(=O)CN1C(=O)[C@H]2[C@@H](c3ccc(C)o3)N3C(=O)CN(CC4CC4)C(=O)[C@@]3(Cc3ccccc3)[C@H]2C1=O,-2,-10%,33%[activator],-4,-5%,50%[activator],-2%
O=C(NCc1cccnc1)c1ccccc1-c1nc(-c2ccccc2)no1,1,-17%,36%[activator],8,-1%,?,0%
COc1cccc(N(CC(=O)NCCSCc2ccco2)S(=O)(=O)c2ccccc2)c1,5,0%,?,-1,-2%,?,2%
CSc1ccc(/C=C(\NC(=O)c2ccco2)C(=O)N2CCCCC2)cc1,-1,19%,-9%,-12,-1%,0%,-1%
Cc1ccc2nc(-c3ccc(N4C(=N)SC5CS(=O)(=O)CC54)cc3)sc2c1 (configuration not stated),46*,-28%,46%[activator],126*,-1%,-14%,1%
CCCOC(=O)c1ccc(N2C(=O)c3ccccc3C2=O)cc1,-1,13%,7%,5,-2%,22%,1%
O=C(O)Cc1csc(-c2ccc(Cl)cc2)n1,·,·,1%,·,0%,0%,·
O=C(CCNS(=O)(=O)c1ccc2[nH]c(=O)oc2c1)NCc1ccccc1,-9,15%,7%,-8,5%,12µM*,-12%
COC(=O)CSc1nc2c(c(-c3ccc(O)cc3)c1C#N)CCCC2,-3,-10%,4%,-3,-1%,-23%,1%

# Record cards (already shown). Order of screens: Cycloheximide cs, HCV inh, Pf growth 48h, Shiga toxin inh, Tb PYK inh, Pf growth 96h, LmPK inh
# O=C(CCNS(=O)(=O)c1ccc2[nH]c(=O)oc2c1)NCc1ccccc1 is listed as -9, 15%, 7%, -8, 5%, 12µM*, -12%
# O=C(O)Cc1csc(-c2ccc(Cl)cc2)n1 is listed as ·, ·, 1%, ·, 0%, 0%, ·
# Cc1ccc2nc(-c3ccc(N4C(=N)SC5CS(=O)(=O)CC54)cc3)sc2c1 (configuration not stated) is listed as 46*, -28%, 46%[activator], 126*, -1%, -14%, 1%

# New compounds follow
mol,Cycloheximide cs,HCV inh,Pf growth 48h,Shiga toxin inh,Tb PYK inh,Pf growth 96h,LmPK inh
CCOc1ccccc1NC(=O)N1C2CCCC1CC(NC(=O)C1CC1)C2 (configuration not stated),-3,-8%&-2%,-20%,-5,4%,75%[activator],-1%
COc1ccc(NC(=O)c2cc3c(Cl)nc4ccccc4c3s2)c(OC)c1,-2,0%,28%,-2,-3%,-8%,-1%
COC(C(=O)Nc1ccc(C(C)=O)cc1)c1ccccc1 (configuration not stated),-3,8%,-17%,10,1%,11%,1%
CNC(=O)C1CCC(=O)N1Cc1ccc(C)cc1 (configuration not stated),-1,2%,11%,-6,3%,23%,0%
CC(=O)Nc1c(O)nc(SCC(=O)N2CCCCC2)[nH]c1=O,·,4%,-1%,·,-1%,-15%,·
CC1CCc2nc(NC(=O)CCSc3ccccc3)sc2C1 (configuration not stated),-2,5%,26%,-6,1%,-2%,7%
Cc1cccc(C)c1NC1=C(Cl)C(=O)OC1OC(=O)c1ccccc1 (configuration not stated),7,14%,25%,-9,5%,?,3%[11.5 µM]
Cc1nnc(NC(=O)C2CC(=O)N(C(C)c3ccccc3)C2)s1 (configuration not stated),4,6%,4%,20,0%,45%[activator],-9%
O=C1COc2ccccc2CN1,3,12%,6%,-21,-3%,46%[activator],4%
Cc1ccccc1SCC(=O)NNC(=O)c1ccncc1,·,2%,-14%,·,-5%,-25%,·
CO/N=C(/CS(=O)Cc1ccc(Cl)cc1)c1ccc(Cl)cc1 (configuration not stated),2,-3%,-4%,21,-3%,4%,6%
Cc1cc(-c2nnc(SCC(=O)NC3CCCC3)o2)no1,-1,13%,8%,-15,1%,-13%,-2%
CN(C)CCCN1C(=O)C2CCc3[nH]c4ccccc4c3C2C1=O (configuration not stated),-2,17%,17%,-9,-18%,2.9µM*,-1%
CC(=O)c1ccccc1OC(=O)COc1ccc([N+](=O)[O-])cc1,-3,17%,4%,-5,3%,209%[activator],-3%
O=c1c(-c2ccccc2)coc2c(CN3CCOCC3)c(O)ccc12,6,-2%,?,8,3%,17%,-4%
COc1ccc(NS(=O)(=O)NC(=O)c2c[nH]c3ccccc23)cc1,-1,0%,3%,3,-1%,39%[activator],-4%
Cc1cc2ncn(C(=O)N3CCOCC3)c2cc1C,1,11%,12%,-7,3%,-26%,0%
CC(=O)Nc1ccc(NC(=O)COc2ccc(S(=O)(=O)N3CCCC3)cc2C)cc1,-5,-1%,-2%,-4,-19%,?,1%
S=C(Nc1ccc(Cl)cc1)Nc1ccc2c(c1)OCCO2,39*,-17%,60%[activator],58*,-2%,77%[activator],-1%
COc1ccccc1CNC(=S)NCc1ccc(Cl)cc1,10,-20%,?,15,6%,-18%,2%
Cn1nnnc1Sc1ncnc2scc(-c3cccc(F)c3)c12,·,·,4.7µM*,·,2%,?,·
COc1ccc(Br)cc1/C=C/C(=O)NC(=S)Nc1ccc(Cl)c(C(=O)O)c1,15,12%,?,55,2%,1%,0%
Cc1ccc2nc(C)cc(C(=O)N3CCCC(N4CCN(c5ccccc5C)CC4)C3)c2c1 (configuration not stated),8,?,12µM*,-8,0%,1%,-6%
COc1cccc(CNC(=O)C2(C)Oc3ccccc3NC2=O)c1 (configuration not stated),-3,-5%,·,-13,-1%,37%[activator],-2%
CN1CCN(c2ccc(S(=O)(=O)N3CCOCC3)cc2NC(=O)CCc2ccccc2)CC1,11,11%,49%[activator],-3,-4%,-1%,0%
COc1cc(OC)cc(C(=O)NNC(=O)NC2CCCCC2)c1,-1,15%,-9%,20,1%,10µM*,4%
CCC(C)NC(=O)c1ccccc1NC(=O)C1COc2ccccc2O1 (configuration not stated),1,22µM*,1.2µM*,-3,-9%,?,7%
Cn1nnc2cc(C(=O)N3CCCCCC3)ccc21,-4,6%,-25%,23,-4%,-8%,2%
CC(=O)Nc1ccc(OCc2nnc(-c3ccc(Cl)cc3)o2)cc1,20*,-14%,0%,58,3%,12%,3%
Cc1onc(-c2ccccc2Cl)c1C(=O)NC(=S)NCCc1ccccc1,-3,10%,-20%,-5,-3%,33%[activator],2%
CCc1nnc(NC(=O)C2CSC3(C)CCC(=O)N23)s1 (configuration not stated),·,20%,5%,·,6%,10%,·
O=C(NNC(=O)c1oc2ccccc2c1-n1cccc1)c1ccco1,1,17%,43%[activator],-8,1%,?,-1%
O=C(NCC1CCN(c2ccc(S(=O)(=O)N3CCOCC3)cc2)CC1)c1ccc(Cl)cc1,-1,?,·,-9,-3%,39%[activator],1%
COc1ccc(N2CCN(C(=O)c3ccc4c(=O)n5c(nc4c3)CCCCC5)CC2)cc1,0,-3%,?,-15,-11%,31%[activator],-2%
CC(=O)c1ccccc1NC(=O)c1ccc(N2CCCC2=O)cc1,·,13µM*,44%[activator],·,4%,36%[activator],·
Cc1cccc(C(=O)NC2CC3CCC(C2)N3C)c1 (configuration not stated),·,?,-1%,·,0%,34%[activator],·
O=C(Nc1ccncc1)c1cc2ccccc2o1,22*,-23%,94%[activator],57*,?,31%[activator],-28%
COc1cccc(COC(=O)CSCC(=O)Nc2cccc(C)c2)c1OC,·,10%,0%,·,0%,-12%,·
COc1ccc(C2C(C(C)=O)=C(O)C(=O)N2c2cccnc2)c(OC)c1 (configuration not stated),-4,15%,?,7,-7%,?,0%
CN(CC(=O)Nc1ccc(F)c(F)c1F)C(=O)C1CCN(C(=O)Nc2ccccc2)CC1,·,17%,?,·,-5%,-5%,·
COc1ccc(NC(=O)c2cccc(S(=O)(=O)N(C)c3ccccc3)c2)cn1,-1,?,-7%,-2,-21%,0%,1%
O=C(O)c1ccc(CNC(=O)C2CCCN2C(=O)OCc2ccccc2)cc1 (configuration not stated),9,19%,9%,9,0%,25%,-2%
O=C(O)c1cccc(-n2nc(-c3ccc(Cl)c([N+](=O)[O-])c3)c3ccccc3c2=O)c1,-7,11%,?,14,-20%,?,-1%
O=C(Cc1ccccc1[N+](=O)[O-])N1CCN(S(=O)(=O)c2ccccc2)CC1,11,16%,10%,-20,-4%,11%,-16%
CSc1nc2ccc(S(=O)(=O)N3CCc4ccccc43)cc2s1,19,?,?,-24,1%,-25%,-5%
O=C(c1ccccc1Br)N1CCC(c2nc3ccccc3s2)CC1,-5,?,37%[activator],-12,4%,-12%,1%
O=C(N/N=C/c1cccnc1)c1ccccc1Cl,17*,-6%,15%,61*,-2%,-20%,-6%
CC(C)(CNC(=O)CCC1CCCC1)CNC(=O)CCC1CCCC1,9,4%,?,-12,-4%,10µM*,-2%
O=C(c1cc2nc(-c3cccs3)cc(C(F)(F)F)n2n1)N1CCCc2ccccc21,20*,10µM*,?,26,-3%,?,-3%
Cc1ccc(S(=O)(=O)C2CCCCC2=O)cc1 (configuration not stated),1,14%,-3%,9,5%,4%,0%

# More results follow.
mol,Cycloheximide cs,HCV inh,Pf growth 48h,Shiga toxin inh,Tb PYK inh,Pf growth 96h,LmPK inh
O=C(c1ccccc1)N1CCC(c2nc(-c3ccc(S(=O)(=O)N4CCOCC4)cc3)no2)CC1,-2,-27%,?,-8,-5%,?,3%
Cc1ccc(N2CN(CCC3=CCCCC3)CNC2=S)cc1,-2,?,?,-9,0%,?,0%
CCOC(=O)c1ccn(-c2nc(-c3ccco3)cc(C(F)(F)F)n2)n1,-3,?,?,13,3%,-3%,11%
NC(=O)c1ccc(C(=O)N/N=C/c2cccc(Oc3ccccc3)c2)cc1,4,9%,32%[activator],-7,0%,11%,3%
CNC(=O)c1cc2c(=O)n3cc(C)ccc3nc2n(C(C)C)c1=N,-2,-7%,26%,-12,2%,?,5%
O=C1C2C3CC(C(Br)C3Br)C2C(=O)N1CC1CCCO1 (configuration not stated),-2,15%,7%,-6,-2%,32%,-1%
CNC(=S)Nc1ccccc1-c1ccccc1,-4,7%,2%,-6,-3%,?,-2%
COc1ccc(OC)c(NS(=O)(=O)c2ccc(NC(=O)c3ccc(NS(C)(=O)=O)cc3)cc2)c1,-4,?,-7%,-5,0%,129%[activator],3%
C=CCOC(=O)C1=C(C)OC(N)=C(C#N)C1c1ccccc1F (configuration not stated),2,2%,·,-9,-2%,·,-1%
COc1ccc(/C(CC2OC(=O)c3ccccc32)=N\NC(N)=O)cc1 (configuration not stated),-2,17%,20%,-1,1%,-10%,-1%
O=C(Cn1nnc(-c2ccccc2Cl)n1)N1CCCCC1,27*,9%,107%[activator],110*,-5%,?,0%
O=C(NCc1ccco1)c1cc2ccccc2c(=O)o1,67*,22%,12%,148*,2%,-1%,5%
O=C(Oc1ccc(-n2cnnn2)cc1)c1ccccc1,1,25%,-7%,8,2%,26%,-1%
